# High-throughput results (PubChem BioAssay)
# PREPL inh: PREPL enzyme inhibitors, primary screen, biochemical, fluorescence polarization | inhibition, % at 5.96 µM | recombinant PREPL, fluorescence polarization activity-based probe | hit rate 0.68% among 320,000; in the data active = inhibition above about 43%;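 note: 0% = enzyme with DMSO and 100% = wells lacking enzyme; many of its hits are not listed in these tables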
# LYPLA1 inh: LYPLA1 inhibitors, primary screen, counter-screen for PME1 inhibitor project, biochemical, fluorescence polarization, FP-Rh probe ABPP; Acyl-protein thioesterase 1 (Homo sapiens), O75608; recombinant LYPLA1; hit rate 0.16% among 320,000; inhibition, % at 5.9 µM;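 active = inhibition above the mean of all tested compounds plus 3 SD, set per campaign, cut at about 14% in these data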;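 note: inhibitors block serine hydrolase probe labeling of LYPLA1 so polarization falls; 0% = enzyme with DMSO and 100% = wells lacking LYPLA1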
# Target sequence (O75608 whole entry, looked up): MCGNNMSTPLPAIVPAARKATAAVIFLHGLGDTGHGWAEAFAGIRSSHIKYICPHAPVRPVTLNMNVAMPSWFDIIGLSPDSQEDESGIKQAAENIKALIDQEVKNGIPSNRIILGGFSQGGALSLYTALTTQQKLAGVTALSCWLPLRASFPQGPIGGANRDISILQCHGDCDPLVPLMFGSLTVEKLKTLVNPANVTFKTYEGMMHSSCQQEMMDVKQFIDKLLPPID
# PAFAH1B3 inh: PAFAH1B3 enzyme inhibitors, primary screen, biochemical, fluorescence polarization, human; recombinant PAFAH1B3, FP-rhodamine probe; inhibition, % at 3.39 µM; hit rate 0.28% among 340,000; AID 492972, 2010;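 active = inhibition above the screen-wide average of all tested compounds plus 3 SD, cut at about 25% in these data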;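 note: 0% = enzyme with DMSO only and 100% = wells lacking PAFAH1B3 protein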
# Target sequence (Q15102 whole entry, looked up): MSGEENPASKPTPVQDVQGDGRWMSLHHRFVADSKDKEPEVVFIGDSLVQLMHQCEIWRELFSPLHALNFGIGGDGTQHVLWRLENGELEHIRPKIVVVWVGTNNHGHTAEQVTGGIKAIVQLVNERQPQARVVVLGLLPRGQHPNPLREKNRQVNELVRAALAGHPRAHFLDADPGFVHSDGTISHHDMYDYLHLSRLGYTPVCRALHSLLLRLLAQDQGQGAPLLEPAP
# PAD4 inh: human PAD4 inhibitors, primary screen, biochemical, fluorescence polarization, 1536-well format; Protein-arginine deiminase type-4 (Homo sapiens), Q9UM07; recombinant PAD4, RCA probe fluorescence polarization; inhibition, % at 6.36 µM; hit rate 0.41% among 330,000; AID 485272, 2010;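 active = percent inhibition above a cutoff equal to the mean of all tested compounds plus 3 SD, cut at about 15% in these data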;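 note: 0% = PAD4 with RCA probe and DMSO and 100% = probe without PAD4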
# PAFAH1B2 inh: PAFAH1B2 enzyme inhibitors, primary screen, biochemical, fluorescence polarization, human. Platelet-activating factor acetylhydrolase IB subunit alpha2 (Homo sapiens), P68402. recombinant PAFAH1B2, FP-rhodamine activity probe. inhibition, % at 3.39 µM. hit rate 1.2% among 340,000. AID 492953, 2010;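 active = inhibition above the mean of all tested compounds plus 3 SD, cut at about 24% in these data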;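 note: 0% = enzyme with DMSO and 100% = wells lacking PAFAH1B2; many of its hits are not listed in these tables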
# pPAFAH inh: pPAFAH enzyme inhibitors, primary screen, biochemical, fluorescence polarization, human | hit rate 1.5% among 330,000 | AID 463082, 2010 | inhibition, % at 3.39 µM | recombinant pPAFAH, FP-rhodamine probe fluorescence polarization;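 active = inhibition above the mean inhibition across the screen plus 3 SD, cut at about 25% in these data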;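 note: inhibitors block binding of the rhodamine activity-based probe so polarization drops; 0% = enzyme with DMSO and 100% = wells lacking pPAFAH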
# GSTO1 inh: inhibitors of recombinant GSTO1, primary screen, counter-screen for RBBP9 inhibitor project, biochemical, fluorescence polarization; AID 1974, 2009; inhibition, % at 5.96 µM; activity-based probe fluorescence polarization; Glutathione S-transferase omega-1 (Homo sapiens), P78417; hit rate 1.1% among 300,000;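 active = inhibition above the campaign mean inhibition plus 3 SD, cut at about 35% in these data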;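 note: 0% = GSTO1-1 with DMSO and 100% = wells lacking GSTO1-1 enzyme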
# Target sequence (P78417 whole entry, looked up): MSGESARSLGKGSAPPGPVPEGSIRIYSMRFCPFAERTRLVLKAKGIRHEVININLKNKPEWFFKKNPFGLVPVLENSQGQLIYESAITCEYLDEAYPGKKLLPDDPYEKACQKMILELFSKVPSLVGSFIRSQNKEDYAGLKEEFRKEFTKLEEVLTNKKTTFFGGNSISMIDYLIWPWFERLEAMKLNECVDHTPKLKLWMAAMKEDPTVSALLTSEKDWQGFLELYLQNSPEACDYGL
# LYPLA2 counter: LYPLA2 inhibitors, primary screen, counter-screen for PME1 inhibitor project, biochemical, fluorescence polarization, FP-Rh probe ABPP. hit rate 0.38% among 320,000. recombinant LYPLA2. inhibition, % at 5.9 µM. AID 2177, 2009;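 active = inhibition above the screen-wide mean plus 3 SD, limit set per campaign, cut at about 26% in these data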;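 note: 0% = LYPLA2 with DMSO and 100% = wells lacking LYPLA2 enzyme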
# Target sequence (O95372 whole entry, looked up): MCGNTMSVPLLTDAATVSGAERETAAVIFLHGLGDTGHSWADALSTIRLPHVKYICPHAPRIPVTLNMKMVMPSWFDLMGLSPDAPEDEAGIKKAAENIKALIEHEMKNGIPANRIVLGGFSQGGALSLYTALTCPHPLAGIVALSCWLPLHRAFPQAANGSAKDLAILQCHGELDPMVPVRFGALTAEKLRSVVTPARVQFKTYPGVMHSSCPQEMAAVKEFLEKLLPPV
# PAFAH2 inh: PAFAH2 enzyme inhibitors, primary screen, biochemical, fluorescence polarization, human; recombinant PAFAH2, FP-rhodamine activity probe; inhibition, % at 3.39 µM; AID 492956, 2010; hit rate 0.99% among 340,000; Platelet-activating factor acetylhydrolase 2, cytoplasmic (Homo sapiens), Q99487;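 active = inhibition above the mean over all tested compounds plus 3 SD, cut at about 30% in these data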;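 note: inhibitors block probe labeling of enzyme so polarization drops; 0% = enzyme with DMSO and 100% = wells lacking PAFAH2 protein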
# Numbers without * were called inactive; . = no result given.
SMILES,PREPL inh,LYPLA1 inh,PAFAH1B3 inh,PAD4 inh,PAFAH1B2 inh,pPAFAH inh,GSTO1 inh,LYPLA2 counter,PAFAH2 inh
N#Cc1ncc(-c2ccc3c(c2)OCCOCCOCCOCCO3)nc1C#N,-7,0,5,-7,2,-10,-2,-8,2
NNC(=S)Nc1c(F)cc(F)cc1Br,3,0,3,-1,6,3,-3,7,3
CC(C)Oc1ccc(C(=O)NC2CCCCC2)cc1,8,-2,6,0,-2,-5,-7,-7,2
C=Cc1ccc(COC(=O)c2cn(CC)c3nc(C)ccc3c2=O)cc1,28,0,-3,2,6,5,-2,-4,16
CCOCCCNC(=O)CN1CCN(S(=O)(=O)c2ccc3c(c2)CCC3)CC1,2,-4,2,2,-1,-6,.,-4,-7
Cc1cc(S(=O)(=O)NCCCN2CCOCC2)ccc1F,7,0,4,-5,1,6,2,-2,5
CN(Cc1ccccc1)C(=O)Nc1ccccc1,2,-2,10,-3,-3,-5,-8,-2,-2
CCC(=O)NNc1ncnc2ccccc12,8,1,1,-3,-1,1,3,6,2
CCOC(=O)C1CCCN(C(=O)c2ccc(S(=O)(=O)N3CCOCC3)cc2)C1 (centres undefined),1,1,4,-4,2,1,.,0,2
Cc1ccc(NC(=S)N(CCCN2CCOCC2)Cc2ccco2)cc1Cl,-3,-3,1,-4,-5,3,-2,-5,-2
O=C1CC(C2CCCO2)C(=O)N1c1ccccc1 (centres undefined),12,1,10,-1,-1,-3,0,4,0
CCOC(=O)C(C)Sc1nnc2c3ccccc3n(C)c2n1 (centres undefined),8,5,3,4,1,3,0,1,4
Cc1cc(C)cc(NC(=S)N2CCN(CCO)CC2)c1,1,3,2,-1,0,-2,-4,3,-4
COc1ccc(C2C(C#N)=C(N)OC3=C2C(=O)CC(C)(C)C3)cc1Cn1nc(C)c([N+](=O)[O-])c1C (centres undefined),-1,-6,0,-3,-3,-6,1,-7,-4
Cc1ccc(C)c(OCc2cc(C(=O)N(C)Cc3nccn3C)no2)c1,-1,-3,1,2,9,2,2,1,1
COCCCNc1nc2c(c(=O)n(Cc3ccc(F)cc3)c(=O)n2C)n1C,6,2,-2,2,-4,5,2,6,4
COc1ccccc1NC(=O)c1sc(Cl)nc1C,-1,1,-1,-3,7,5,6,1,-2
Cc1ccc(C)c(N2CCN(S(=O)(=O)c3cc4c(cc3Cl)NC(=O)CO4)CC2)c1,7,-3,3,1,4,-6,-3,-3,0
COC(=O)c1cc(NC(=O)CN2C(=O)C(=O)N(C3CCCC3)C2=O)cc(C(=O)OC)c1,7,-2,5,-2,3,-2,.,-2,0
Cc1ccc2c(n1)sc1c(-c3ccccc3)c(C#N)c(N)nc12,0,2,-1,-1,4,3,4,-1,6
Cc1ccsc1C(=O)NCC(=O)OCc1ccccc1,-11,1,3,0,-6,5,2,2,-2
CN(CCC#N)C(=O)COC(=O)c1cccnc1Nc1ccccc1F,8,0,3,-2,0,1,5,2,-8
CC1(C(=O)NCc2ccccn2)C=CCN1C(=O)c1ccccc1 (centres undefined),0,-4,15,11,6,-11,8,-7,5
CCc1cc(C(c2ccc(OC)c(OC)c2)N2CCOCC2)c(NC(=O)c2ccccc2)s1 (centres undefined),8,-7,6,-3,-2,0,2,3,2
Nc1nnc(-c2ccccc2Cl)s1,9,0,-5,0,1,5,-10,4,2
O=C1c2ccccc2C(=O)C1c1ccc(Cl)cc1,12,2,-1,-1,6,0,5,1,-2
Cc1cc(C)nc(N2CCC(C(=O)NCc3ccco3)CC2)n1,-6,0,3,-2,5,4,2,-1,8
O=C(NCCCN1CCOCC1)C(=O)NCc1ccccc1,-23,6,4,-2,0,2,0,5,-4
c1ccc(CN2CCOCCOCCOCC2)cc1,9,3,10,-1,11,4,5,5,7
O=C(CSCc1ccccc1)Nc1ccc(S(=O)(=O)Nc2ncccn2)cc1,0,-3,9,-1,5,4,7,2,10
CCn1c(=O)cc(SCC(=O)Nc2ccc(C)cn2)c2ccccc21,-14,2,10,2,2,-3,0,-4,-5
Cc1ccc(S(=O)(=O)N2CCN(c3ccccc3)CC2)cc1,-45,1,4,4,2,3,-5,5,0
CCNC(=O)c1cccc(NC(=O)C2CC(=O)N(CCc3ccccc3)C2)c1 (centres undefined),8,0,5,-1,0,-2,.,-8,-7
Cc1ccc(NC(=O)NNC(=O)Cn2nc(-c3ccccc3)c(-c3ccccc3)c(C#N)c2=O)cc1,19,-4,3,-1,17,1,-10,-10,-6
CC(C)c1nn2c(=O)cc(O)nc2s1,-1,-2,2,-5,1,-1,12,1,-1
CCN(c1ccccc1)S(=O)(=O)c1cccc(C(=O)NCC(c2cccs2)N2CCOCC2)c1 (centres undefined),19,3,2,-6,2,1,1,2,6
Fc1ccc(OCc2nn3cnnc3s2)cc1,2,0,-3,0,2,-1,0,3,7
C=CCn1c(C(C)NC(=O)COC)nc2ccccc21 (centres undefined),-14,-2,1,1,4,3,2,-1,-2
CN(C(=O)COC(=O)CNC(=O)c1cccs1)c1c(N)n(Cc2ccccc2)c(=O)[nH]c1=O,13,1,9,1,4,-1,.,10,6
CCn1cc(C(=O)NCc2ccccc2OC)c(=O)c2cc(S(=O)(=O)N(C)C)ccc21,-2,-3,-2,-5,-2,9,-8,-5,11
CC1=C(CC(=O)O)c2cc(F)ccc2C1=Cc1ccc(S(C)(=O)=O)cc1,-13,3,1,0,-5,6,-4,2,3
COc1ccc2c(c1)c(=O)oc1c(C)c(OC(C)C(=O)N[C@@H](Cc3c[nH]c4ccc(O)cc34)C(=O)O)ccc12 (some centres undefined),9,1,7,2,-1,2,7,2,9
COc1cccc(-c2nn(-c3ccc(C)cc3)cc2C(=O)NCC(c2cccs2)N2CCOCC2)c1 (centres undefined),-10,-6,2,1,-2,6,-7,-10,-7
O=C(O)CN1C(=O)Nc2ccc(Br)cc2C1c1ccccc1 (centres undefined),6,-1,0,-4,8,0,1,1,3
COc1ccc(Nc2c(C)cccc2C)cc1,17,-3,3,-3,5,-1,1,-2,2
CC(/C=C/c1ccccc1)=N\NC(N)=S,-4,-4,11,-3,1,3,-6,3,0
COC(=O)COC(=O)c1ccc(O)cc1,1,15*,2,-2,1,-5,-3,3,5
O=C(COc1ccccc1Br)N1CCNC1=O,-3,0,0,-3,-2,2,.,1,0
O=C(Nc1ccc(NC(=O)c2ccccc2Br)cc1)c1ccccc1,-8,-2,9,-3,2,6,-3,-8,2
CN1C(=O)c2ccc(C(=O)NCc3ccc4c(c3)OCO4)cc2C1=O,1,-3,10,0,-1,1,-3,-2,5
COc1ccc(C(=O)Nc2ccc3[nH]c(-c4cccc(OC)c4)cc(=O)c3c2)cc1,5,-2,11,-1,-1,6,5,2,-3
Nc1ccc(N2CCN(CCCCN3C(=O)C4CCCN4C3=O)CC2)cc1 (centres undefined),23,7,5,65*,0,70*,10,29*,6
O=C(O)c1ccccc1NCN1C(=O)C2CC=C(Cl)CC2C1=O (centres undefined),8,4,5,0,2,-3,3,6,3
CCOC(=O)C(Sc1n[nH]c(N)n1)c1ccccc1 (centres undefined),6,2,6,1,0,5,-4,0,-6
O=c1[nH]nc(-c2ccc(F)cc2)cc1Cc1ccccn1,-17,1,.,-3,.,-2,3,6,.
CCCCOCCCNC(=O)c1ccc(OC)cc1,-1,0,-1,-3,-1,2,0,-3,2
COc1ccc(NC(C)=O)cc1S(=O)(=O)N1CCc2ccccc21,-2,1,6,4,3,5,7,0,-8
O=c1[nH][nH]c(-c2ccccc2)c1C=Nc1ccc(F)cc1F,-2,-1,-7,-5,3,0,25,0,6
Cc1cc(C)n(-c2cc(Cl)ccc2[N+](=O)[O-])n1,0,2,2,-5,-4,-2,6,0,7
CCCCCCOc1ccc(OC(=O)c2ccncc2)cc1,-4,8,6,-2,-2,1,7,47*,5

# Quoted at random: four records from the list
SMILES,PREPL inh,LYPLA1 inh,PAFAH1B3 inh,PAD4 inh,PAFAH1B2 inh,pPAFAH inh,GSTO1 inh,LYPLA2 counter,PAFAH2 inh
CN1C(=O)c2ccc(C(=O)NCc3ccc4c(c3)OCO4)cc2C1=O,1,-3,10,0,-1,1,-3,-2,5
COc1ccc(C(=O)Nc2ccc3[nH]c(-c4cccc(OC)c4)cc(=O)c3c2)cc1,5,-2,11,-1,-1,6,5,2,-3
O=C(O)c1ccccc1NCN1C(=O)C2CC=C(Cl)CC2C1=O (centres undefined),8,4,5,0,2,-3,3,6,3
O=C(Nc1ccc(NC(=O)c2ccccc2Br)cc1)c1ccccc1,-8,-2,9,-3,2,6,-3,-8,2

# Next records:
SMILES,PREPL inh,LYPLA1 inh,PAFAH1B3 inh,PAD4 inh,PAFAH1B2 inh,pPAFAH inh,GSTO1 inh,LYPLA2 counter,PAFAH2 inh
Cc1c(C(=O)Nc2ccc3oc(-c4cccnc4)nc3c2)oc2ccccc12,-3,0,5,-5,-3,1,-9,-2,-4
O=C(CC1CCS(=O)(=O)C1)Nc1ccc[nH]c1=O (centres undefined),0,2,5,-2,3,6,-1,2,-1
CCOC(=O)C1(CCOc2ccccc2)CCN(Cc2cccs2)CC1,-39,3,6,-5,1,4,5,-2,-9
Cc1noc(NS(=O)(=O)c2ccc(NC(=O)c3ccc(N4C(=O)c5ccccc5C4=O)cc3)cc2)c1C,-8,-2,1,-6,-1,-2,-4,-4,13
O=C(NCCO)c1cc([N+](=O)[O-])cc2c1C=Cc1ccccc1O2,22,-1,-2,-7,2,-4,23,-4,2
Cc1noc(C)c1C(=O)OCC(=O)Nc1ccc(S(N)(=O)=O)cc1,12,-2,4,3,5,-4,.,-3,4
O=C(NC1CCCCCC1)C(=S)N1CCCC1,-1,-3,9,-2,-1,-1,3,-1,4
CC(=O)NS(=O)(=O)c1ccc(NC(=O)/C=C/c2ccco2)cc1,11,4,7,0,-2,6,11,2,6
Oc1ccccc1/C=N/Nc1cccc2cccnc12,22,-4,4,-2,-1,9,8,-6,6
CCC(C)NC(=O)CS(=O)Cc1nc(-c2cccc(C)c2)oc1C (centres undefined),-6,1,10,-2,2,7,-1,1,1
COCC1CCCCN1C(=O)c1cccc(OC2CCN(S(C)(=O)=O)CC2)c1 (centres undefined),6,2,-3,1,3,7,-2,12,-2
CCN(CC(=O)Nc1ccc(NC(C)=O)cc1)C(=O)c1n[nH]c(=O)c2ccccc12,6,2,-3,0,6,-2,11,17,-1
CCCc1cc2c(=O)c(-c3ccc4c(c3)OCCO4)coc2cc1OC(=O)c1ccco1,17,-1,-6,-3,2,5,5,0,-10
O=C(NC1CCCCC1)c1ccc(-c2cccc([N+](=O)[O-])c2)o1,7,-2,5,-2,15,7,-5,4,6
CCN1C(=NCCCOC(C)C)N[C@@H](c2ccccc2)[C@H](C(=O)OC)[C@H]1C,7,.,2,-2,-2,1,.,.,-4
Cc1ccc(C(=O)NCCNc2ccc(Cl)cc2[N+](=O)[O-])o1,7,-2,9,-5,4,1,-8,-1,4

# These rows are one share of the data; rates above refer to the full screens.
